# Source: PubChem
# D1 ag: human D1 receptor agonism; P21728; HEK293 T-REx D1 cells, calcium flux, agonist mode; activation, % at 2 µM; 360,000 tested, 1% active; in the data active = activation above about 30%; also: 0% is about no effect
# Target sequence (P21728 whole entry, looked up): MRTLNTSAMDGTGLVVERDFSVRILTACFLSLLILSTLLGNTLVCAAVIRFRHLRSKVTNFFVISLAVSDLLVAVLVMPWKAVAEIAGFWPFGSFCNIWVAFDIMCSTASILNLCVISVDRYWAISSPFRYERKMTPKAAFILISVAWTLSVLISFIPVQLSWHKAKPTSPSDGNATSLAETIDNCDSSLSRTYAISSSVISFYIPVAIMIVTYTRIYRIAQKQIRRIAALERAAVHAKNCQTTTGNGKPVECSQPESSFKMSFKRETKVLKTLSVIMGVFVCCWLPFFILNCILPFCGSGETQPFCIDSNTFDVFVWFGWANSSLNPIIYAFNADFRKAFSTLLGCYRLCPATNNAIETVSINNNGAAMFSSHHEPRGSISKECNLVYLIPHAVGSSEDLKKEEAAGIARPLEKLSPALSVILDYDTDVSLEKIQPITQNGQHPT
#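 Inducible HEK293 T-REx D1 cells, force-coupled to calcium signalling, were plated at 4000 cells/well with tetracycline and held overnight at 30 C. After no-wash calcium dye loading, compound-evoked calcium rise over 180 s flagged agonists.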
# Vif-A3F inh: inhibitors of Vif-A3F interaction; HeLa A3F-eYFP + Vif (tagged APOBEC3F with the HIV-1 protein that degrades it), YFP fluorescence increase; Potency, µM (highest dose often 46.1 µM), for the others: at the top dose activity, negative = active; 390,000 tested, 0.2% active; also: potency is read from the fitted curve at half-maximal effect; % of control where 0% means no effect; nearly all actives have a fitted effect of over 65% in size
#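 HeLa cells stably expressing A3F-eYFP plus Vif, plated and incubated overnight at 37 deg C, then exposed to compounds overnight at 37 deg C. Blocked degradation read as raised yellow fluorescence (Ex 488/Em 500-530).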
# D1 antagonist: blocks dopamine activation of the human D1 receptor. P21728. 360,000 tested, 3.2% active. activity change, negative = inhibition, % at 10 µM. HEK293 TREx D1 cells, calcium flux, dopamine EC80; hits give low values. AID 504652; in the data active = activity change below about -30%; also: % is scaled to controls: 0 for no effect and ±100 for the full control effect
#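 Kinetic fluorescence of a calcium dye serves as the read-out. D1-expressing Hek293 Trex cells, induced overnight at 30 C, are exposed to compound for 180 s before an EC80 dopamine addition, then read 180 s further.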
# D2 PAM: positively modulates the human D2 dopamine receptor allosterically; 340,000 tested, 0.34% active; HEK293 T-REx D2, calcium flux, EC20 dopamine potentiation; potentiation, % at 10 µM;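 active = potentiation over 3 SD above the plate norm, cut at about 30% in these data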; also: 0% is about no effect
#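 Potentiation of an EC20 dopamine calcium response is measured in a force-coupled, tetracycline-inducible Hek293 Trex D2 line. Compound-only kinetic reads over 180 s flag agonists before dopamine addition.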
# RXFP1 ag: agonists of human relaxin receptor RXFP1. AID 2676. Q9HBX9. HEK293T-RXFP1 cAMP TR-FRET, 30 min; response scale: percent of porcine relaxin response, buffer zero. 370,000 tested, 0.3% active. Potency, µM (top dose mostly 57.5 µM), without a hit: at the highest dose activation, usual class: activators; also: potency is read from the fitted curve at half-maximal effect; % is scaled to controls: 0 for no effect and ±100 for the full control effect; nearly all actives have a fitted effect of over 60% in size; many of its hits are not listed in these tables
#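 Agonist response is measured as cAMP accumulation in an RXFP1-transfected HEK293T line under PDE4 inhibition. Values are scaled between buffer-only and 29 nM porcine relaxin, and EC50s come from standard Hill equation fits.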
# Vif-APOBEC3G blk: Vif-A3G binding inhibition. Potency, µM (top dose mostly 46.1 µM), for the others: at the top dose activity, negative = active, actives largely listed as inhibitors. AID 602310. HeLa A3G-eYFP + Vif (tagged APOBEC3G with the HIV-1 protein that degrades it), YFP fluorescence, overnight. Q9HC16. 410,000 tested, 0.076% active;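 also: potency is read from the fitted curve at half-maximal effect; % is scaled to controls: 0 for no effect and ±100 for the full control effect; nearly all actives have a fitted effect of over 60% in size; hits raise eYFP signal because A3G escapes Vif-driven loss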
# Target sequence (Q9HC16 whole entry, looked up): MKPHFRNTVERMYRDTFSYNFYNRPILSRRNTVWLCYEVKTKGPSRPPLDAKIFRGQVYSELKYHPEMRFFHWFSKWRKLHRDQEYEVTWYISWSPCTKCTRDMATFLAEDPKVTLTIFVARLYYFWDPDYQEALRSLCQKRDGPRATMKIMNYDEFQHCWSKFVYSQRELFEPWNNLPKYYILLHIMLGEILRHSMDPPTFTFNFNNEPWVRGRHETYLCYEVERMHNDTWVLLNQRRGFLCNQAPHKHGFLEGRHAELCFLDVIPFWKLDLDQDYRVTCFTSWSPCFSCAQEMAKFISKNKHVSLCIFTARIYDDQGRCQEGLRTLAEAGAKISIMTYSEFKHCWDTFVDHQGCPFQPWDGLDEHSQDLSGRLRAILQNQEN
#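 HeLa cells stably expressing Vif and C-terminally eYFP-tagged A3G, seeded overnight at 37 deg C, then exposed to compound by pintool overnight at 37 deg C. Rise in yellow fluorescence (Ex 488/Em 500-530, Acumen) marks blocked Vif-driven A3G degradation.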
# RXFP1 antagonist: RXFP1 (human) relaxin receptor antagonism | activity change, negative = inhibition, % at 57.5 µM | 350,000 tested, 0.59% active | Q9HBX9 | HEK293-RXFP1, relaxin-stimulated cAMP HTRF, 30 min; hits give low values;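 active = activity change of -60% or lower, but not beyond a set lower limit; inconclusive = change between -60% and -40%, or beyond the set limit; inactive = change above -40%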; also: % is scaled to controls: 0 for no effect and ±100 for the full control effect
# Glioma ERSR ind: induces the endoplasmic reticulum stress response in human glioma cells | 420,000 tested, 0.02% active | Potency, µM, for the others: at the top dose activation, hits mostly activators | U87-MG GRP78 promoter luciferase reporter, 16 h; also: potency is read from the fitted curve at half-maximal effect; series mostly up to about 76 µM; % of control where 0% means no effect; nearly all actives have a fitted effect of over 35% in size
#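 ERSR induction read as luciferase luminescence (Bright-Glo, 10 min at room temperature) in stably transfected human U87-MG glioma cells exposed to compounds for 16 h, using GRP78 as sensor.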
# D1 PAM: enhances dopamine response at the human D1 receptor; P21728; 360,000 tested, 0.036% active; HEK293 TREx D1 cells, calcium flux, dopamine EC20 potentiation; potentiation, % at 10 µM; in the data active = potentiation above about 30%; also: 0% is about no effect
# Active calls of the source: *; u = inconclusive; x = no result given. Unless noted, calls follow the shape of the dose curve; as a rule, active = well fitted curve in the direction sought with a large enough effect; inconclusive = small, poorly fitted or top-dose-only effect, or another doubt; inactive = no such curve, though single readings can be large; an effect the other way counts as inactive or inconclusive.
SMILES,D1 ag,Vif-A3F inh,D1 antagonist,D2 PAM,RXFP1 ag,Vif-APOBEC3G blk,RXFP1 antagonist,Glioma ERSR ind,D1 PAM
O=C(NCc1cccnc1)c1c(F)c(F)c(F)c(F)c1F,2,3%,3,2,1.2%,1%,-1,-5%,22
CSc1nc(-c2ccco2)cc(C(F)(F)F)c1C#N,5,3%,1,-3,-0.1%,0%,-15,-4%,0
COc1ccc2c(c1)[nH]c1c(=O)n(/N=C/C3C(C)C=C(C)CC3C)c(=O)[nH]c12 (configuration not stated),0,1%,-9,x,0.6%,-4%,-29,8%,-3
Cc1ccccc1-n1c(C)cc(/C=N/NC(=O)c2ccncc2)c1C,6,-8%,-8,-5,7.2%,-1%,-2,5%,-4
Cc1ccc2nc(COc3ccc(NC(=O)COc4ccccc4F)cc3)cc(=O)n2c1,-1,1%,0,14,5.1%,4%,-3,-1%,-2
COC(=O)c1ccc(NC(=O)CC2C(=O)N(c3ccc(C)cc3)C(=O)N2Cc2ccc(OC)cc2)cc1 (configuration not stated),1,-4%,-18,-5,2.3%,-1%,0,1%,-2
COc1cccc(C2C(C(C)=O)=C(O)C(=O)N2CCNCCO)c1 (configuration not stated),2,x,-3,-3,2.2%,x,x,x,0
COc1cc2ccc(C(=O)O)cc2cc1OC,x,-4%,x,x,x,0%,-1,2%,x
O=C(O)c1ccccc1-c1ccccc1C(=O)NCCc1ccccc1,4,-4%,7,0,5.7%,-6%,16,-1%,-1
COc1ccc(OC)c(NS(=O)(=O)c2cc3c4c(c2)CCN4C(=O)CC3)c1,1,11%,3,0,2.4%,0%,0,-3%,5
CCC(=O)Nc1nc2ccccc2n1CCN(CC)CC,3,-5%,1,-29,0.8%,2%,-5,-3%,-8
Cc1cc(Br)ccc1SCC(=O)OCC(=O)NC1CC1,9,-4%,8,-2,5.9%,-1%,-3,-2%,-5
COc1cccc(CC(=O)NNC(=O)c2ccc3c(c2)OCO3)c1,2,6%,4,7,2.4%,-1%,-3,0%,-2
COCCn1c(CN2CCN(C(=O)c3ccco3)CC2)nc2c1c(=O)n(C)c(=O)n2C,0,-5%,8,-1,29%,4%,20,0%,1
CCC(C)(CCNC(=O)Cc1ccccc1)c1ccccc1OC (configuration not stated),2,u,-3,6,-4.0%,2%,-20,-7%,-5
COc1ccc(OC)c(NC(=O)Cn2cnc3onc(-c4ccc(Cl)cc4)c3c2=O)c1,0,-9%,-4,20,0.3%,1.3µM*,-11,-4%,1
C/C(=N\NC(=O)c1nnn(-c2nonc2N)c1CSc1ccccc1)c1cccnc1,2,1%,-2,0,0.0%,-1%,-8,-5%,1
CCCN(CCC)c1nc(-c2ccccn2)nc2ccccc12,0,-4%,25,-1,2.9%,5%,u,-6%,-3
CCOC(=O)c1cnn(-c2ccccc2)c1-n1cccc1C(=O)C(=O)N(C)C,-1,14%,-5,5,-0.2%,1%,5,-2%,-2
COc1ccc(C(=O)NCc2nnc(SCC(=O)N3CCc4ccccc43)n2C2CCCCC2)cc1,2,2%,9,10,-0.3%,-4%,-14,-1%,2
O=c1[nH]c(=O)n(Cc2ccco2)c2c1C(C(F)(F)F)(C(F)(F)F)N=C(Cc1ccccc1)N2,5,-6%,-5,22,4.5%,-1%,11,-3%,-10
CS(=O)(=O)Nc1ccccc1C(=O)OCC(=O)NC1CC1,1,4%,-7,13,-1.2%,-5%,0,-3%,-7
CC1(C)CN(c2ccccc2)N(Cc2ccc(F)cc2)C1=O,x,-2%,x,x,-1.0%,1%,-14,-4%,x
O=C(NCCS(=O)c1ccc(Cl)cc1)c1cccc(Cl)c1 (configuration not stated),0,15%,-4,-17,1.1%,-6%,12,-7%,-5
CC(C)CCn1c(SCC(=O)c2ccccc2)nc2c1c(=O)[nH]c(=O)n2C,2,0%,10,17,2.3%,1%,1,-1%,-6

# Some entries already given, showing only D2 PAM and Vif-A3F inh:
SMILES,D2 PAM,Vif-A3F inh
CSc1nc(-c2ccco2)cc(C(F)(F)F)c1C#N,-3,3%
COc1ccc2c(c1)[nH]c1c(=O)n(/N=C/C3C(C)C=C(C)CC3C)c(=O)[nH]c12 (configuration not stated),x,1%
Cc1ccccc1-n1c(C)cc(/C=N/NC(=O)c2ccncc2)c1C,-5,-8%
Cc1ccc2nc(COc3ccc(NC(=O)COc4ccccc4F)cc3)cc(=O)n2c1,14,1%
COC(=O)c1ccc(NC(=O)CC2C(=O)N(c3ccc(C)cc3)C(=O)N2Cc2ccc(OC)cc2)cc1 (configuration not stated),-5,-4%

# A few values from the results shown:
# Entry of Cc1ccc2nc(COc3ccc(NC(=O)COc4ccccc4F)cc3)cc(=O)n2c1 in RXFP1 ag: 5.1%
# Entry of COc1cccc(C2C(C(C)=O)=C(O)C(=O)N2CCNCCO)c1 (configuration not stated) in D1 antagonist: -3

# Two entries from above, field by field.
compound: O=C(NCc1cccnc1)c1c(F)c(F)c(F)c(F)c1F
  D1 ag = 2
  Vif-A3F inh = 3%
  D1 antagonist = 3
  D2 PAM = 2
  RXFP1 ag = 1.2%
  Vif-APOBEC3G blk = 1%
  RXFP1 antagonist = -1
  Glioma ERSR ind = -5%
  D1 PAM = 22

compound: CCCN(CCC)c1nc(-c2ccccn2)nc2ccccc12
  D1 ag = 0
  Vif-A3F inh = -4%
  D1 antagonist = 25
  D2 PAM = -1
  RXFP1 ag = 2.9%
  Vif-APOBEC3G blk = 5%
  RXFP1 antagonist = u
  Glioma ERSR ind = -6%
  D1 PAM = -3

# More structures
SMILES,D1 ag,Vif-A3F inh,D1 antagonist,D2 PAM,RXFP1 ag,Vif-APOBEC3G blk,RXFP1 antagonist,Glioma ERSR ind,D1 PAM
O=C(c1ccc(S(=O)(=O)Cc2cc(F)ccc2F)c([N+](=O)[O-])c1)N1CCCCC1,6,1%,-5,-10,2.3%,u,12,10%,2
COc1cc(OC)cc(C(=O)NCCCNC(=O)c2cccnc2)c1,1,4%,-5,2,0.5%,1%,-10,-6%,-3
COc1ccc(NC(=O)COC(=O)c2c3c(nc4ccccc24)CCCC3)cc1,-1,1%,-7,16,0.5%,-11%,-4,-9%,-3
COc1ccc(N2CCN(S(=O)(=O)CCNC(=O)C(C)Oc3ccccc3)CC2)cc1 (configuration not stated),7,3%,-21,12,1.5%,1%,-14,-1%,-13
CC(=O)NCCC(=O)NCc1ccc(F)cc1,4,-2%,3,4,3.2%,2%,4,3%,-3
CSCCC(NS(=O)(=O)c1ccc2ccccc2c1)C(=O)OCC(=O)c1ccc(C(C)C)cc1 (configuration not stated),14,-18%,-13,-4,-0.5%,-1%,x,-1%,-6
CC1=C(C(=O)OCCNC(=O)c2ccccc2O)C(c2ccccc2[N+](=O)[O-])C(C(=O)OCC2CCCO2)=C(C)N1 (configuration not stated),1,-11%,4,1,2.5%,-14%,19,-4%,-7
COc1ccc(N2CCN(C(=O)c3ccc4c(c3)OCO4)CC2)cc1,5,-3%,-22,x,-0.1%,2%,x,-2%,-6
COc1ccc(-c2nc3n(n2)C(c2ccc(OC)c(OC)c2)C(C(=O)Nc2cccnc2)=C(C)N3)cc1 (configuration not stated),3,1%,-10,-13,-0.4%,1%,-5,-3%,1
O=C1Nc2ccc(Br)cc2C12OCCO2,x,2%,x,x,x,0%,3,-9%,x
O=C(CSc1oc(-c2ccc(F)cc2)nc1S(=O)(=O)c1ccc(Cl)cc1)c1ccccc1,6,-6%,-4,-9,-1.9%,-1%,-11,-3%,0
CNc1ccccc(-c2ccc3cc4c(cc3n2)OCO4)c1=O,18,-9%,13,4,0.7%,1%,2,-5%,-4
CCOc1ccc(CNc2nc3nc(C)c(Cc4ccccc4)c(=O)n3[nH]2)cc1,-2,-7%,2,14,0.4%,-2%,-2,-4%,0
Cc1csc(=O)n1CC(=O)OC(C)C(=O)Nc1cccc(Cl)c1 (configuration not stated),6,1%,-19,-3,2.0%,-2%,-3,1%,-6
O=C(COC(=O)CNS(=O)(=O)c1cccc(Br)c1)Nc1ccccc1Sc1ccccc1,-1,-6%,5,3,-1.0%,1%,-5,-3%,4
CCN(C(=O)C1CCN(c2nc(-c3ccc(OC)cc3)no2)CC1)c1ccc(OC)cc1,12,-3%,4,-1,5.3%,-1%,-11,-4%,0
CC(=Nc1ccc(C)c(C)c1)C1=C(O)CCC1=O,3,3%,7,4,2.3%,0%,0,4%,-7
CCc1ccc2oc(-c3cccc(NC(=O)c4ccc(N5CCC(C)CC5)c([N+](=O)[O-])c4)c3)nc2c1,-1,u,-4,-3,-0.2%,-18%,-18,-4%,-1
COc1ccc(N(C(=O)c2cccc(OC)c2OC)C2C=CS(=O)(=O)C2)c(OC)c1 (configuration not stated),1,8%,10,-18,-1.4%,1%,-11,-3%,-2
CCc1nc2ccccc2[nH]c1=O,3,3%,5,-1,0.5%,6%,-3,-5%,-2
Cc1ccc(N(CC(=O)NCC2CCCO2)S(=O)(=O)c2ccc(Cl)cc2)cc1C (configuration not stated),1,-7%,2,-3,2.3%,3%,-2,-2%,3
Clc1ccccc1Cc1noc(CN2CCN3CCCC3C2)n1 (configuration not stated),1,-7%,-7,0,1.3%,1%,1,-2%,-5

# An excerpt of these results, with two lines to a compound.
# Every second line gives: D1 ag	Vif-A3F inh	D1 antagonist	D2 PAM	RXFP1 ag	Vif-APOBEC3G blk	RXFP1 antagonist	Glioma ERSR ind	D1 PAM
CNc1ccccc(-c2ccc3cc4c(cc3n2)OCO4)c1=O
→ 18	-9%	13	4	0.7%	1%	2	-5%	-4
COc1ccc(N(C(=O)c2cccc(OC)c2OC)C2C=CS(=O)(=O)C2)c(OC)c1 (configuration not stated)
→ 1	8%	10	-18	-1.4%	1%	-11	-3%	-2

# This is a subset; the hit share may differ from the screen's.
